Rin1 Abl inh – blocks binding of human Rin1 to Abl; 360,000 tested, 0.4% active; AID 588664; inhibition, % at 7.35 µM; TR-FRET Rin1/Abl binding, biochemical; in the data active = inhibition above about 5%, passing the limit was not always enough
Rpn11 block – Rpn11 (human) deubiquitinase inhibition | O00487 | human 26S proteasome, Ub4-pepOG fluorescence polarization; 20S core pre-blocked with epoxomicin | calls only at 20 µM | 360,000 tested, 0.59% active | AID 588493;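 active = inhibition at 20 µM, scaled to each plate's controls, above about 33%, limit read from the data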
Target sequence (O00487 whole entry, looked up): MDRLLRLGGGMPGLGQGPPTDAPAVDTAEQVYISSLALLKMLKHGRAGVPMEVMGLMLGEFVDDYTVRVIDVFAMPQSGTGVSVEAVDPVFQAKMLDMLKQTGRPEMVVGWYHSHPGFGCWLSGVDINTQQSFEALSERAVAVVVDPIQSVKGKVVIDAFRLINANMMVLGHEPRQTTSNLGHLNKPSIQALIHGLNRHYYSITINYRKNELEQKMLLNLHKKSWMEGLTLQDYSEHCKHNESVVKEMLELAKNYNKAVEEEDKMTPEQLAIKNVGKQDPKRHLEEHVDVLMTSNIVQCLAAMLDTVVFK
FAS-TE inh – inhibitors of human fatty acid synthase thioesterase domain; recombinant FAS-TE, OMFH fluorogenic substrate, fluorescence endpoint; inhibition, % at 15 µM; AID 602261; 360,000 tested, 0.67% active; P49327;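 active = compounds whose normalised, plate-corrected inhibition of enzyme fluorescence in the single-dose primary screen is 50% or more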;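 also: 0% = DMSO with enzyme and 100% = substrate without enzyme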
Neddyl block – cullin neddylation inhibition | P61081+Q13564 | calls only at 25 µM | TR-FRET cullin neddylation, biochemical | 360,000 tested, 0.58% active; in the data active = inhibition above about 36%
CSN deneddyl inh – blocks human CSN-mediated cullin deneddylation; Q92905; Purified CSN, SCF-Nedd8-OG deneddylation, fluorescence polarization; inhibition, % at 12.5 µM; 360,000 tested, 0.38% active; AID 651999;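 active = pattern-corrected inhibition above about 35%, with an unprinted fluorescence ratio check between 0.5 and 1.5, limit read from the data, passing the limit was not always enough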;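 also: 0% = enzyme with substrate and 100% = substrate without enzyme; some results filed as inactive read as strong as hits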
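Test system: purified human Csn5 enzyme expressed in HEK293T cells. Amount: 0.24 nM enzyme. Reagent: SCFSkp2-Nedd8OG substrate at 10 nM final. Schedule: 90 min incubation of compound, enzyme and substrate at room temperature. Detection: fluorescence polarization. Read-out: % inhibition of substrate cleavage by Csn5.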
SKN-1 block – blocks SKN-1 activity in C. elegans | 360,000 tested, 0.49% active | C. elegans VP596 Pgst-4::GFP/RFP ratio, acrylamide-induced, 24 h | inhibition, % at 21.8 µM;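 active = interference check ratio from 0.5 to 1.5 plus GFP to RFP signal ratio inhibition reaching or exceeding a fixed threshold, cut at about 30% in these data, passing the limit was not always enough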; also: some compounds called inactive have numbers as strong as hits
PABP1 MLLE inh – blocks PAM2 peptide binding to the PABP1 MLLE domain; GST-MLLE / FITC-PAM2 fluorescence polarization; inhibition, % at 20 µM; 360,000 tested, 0.36% active; AID 588489; in the data active = inhibition above about 35%, passing the limit was not always enough;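 also: plate controls were DMSO wells with GST-MLLE for no effect and wells lacking GST-MLLE protein for full effect; some results filed as inactive read as strong as hits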
Target sequence (P11940 whole entry, looked up, the tested form may be a part): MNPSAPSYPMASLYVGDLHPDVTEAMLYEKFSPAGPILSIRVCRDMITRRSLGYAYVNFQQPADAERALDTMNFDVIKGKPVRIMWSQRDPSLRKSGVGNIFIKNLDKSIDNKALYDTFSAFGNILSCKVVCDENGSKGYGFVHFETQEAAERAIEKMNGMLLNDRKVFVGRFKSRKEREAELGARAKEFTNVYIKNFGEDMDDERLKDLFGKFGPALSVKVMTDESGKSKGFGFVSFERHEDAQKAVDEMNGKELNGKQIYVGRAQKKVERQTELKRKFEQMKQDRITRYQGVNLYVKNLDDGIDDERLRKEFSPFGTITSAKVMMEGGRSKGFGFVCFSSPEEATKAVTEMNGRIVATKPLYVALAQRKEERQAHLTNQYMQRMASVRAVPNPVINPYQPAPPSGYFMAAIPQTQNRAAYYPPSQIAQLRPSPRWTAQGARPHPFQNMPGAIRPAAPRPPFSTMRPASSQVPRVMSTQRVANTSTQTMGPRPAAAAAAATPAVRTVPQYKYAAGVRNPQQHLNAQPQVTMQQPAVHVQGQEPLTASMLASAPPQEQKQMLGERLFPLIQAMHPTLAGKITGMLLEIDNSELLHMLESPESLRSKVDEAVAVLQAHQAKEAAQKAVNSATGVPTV
MT1-MMP act inh – MT1-MMP (human) activation inhibition | AID 651647 | HT1080 RFP-PRO-GFP cells, GFP/RFP ratio fluorescence, overnight; percent of plate control window, DMSO zero | GFP/RFP ratio change, % at 20 µM | 360,000 tested, 0.061% active;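 active = GFP/RFP ratio change of at least 30% with cell ATP level not reduced by more than half and red fluorescence within 50% of control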; also: strong numbers were not always called active
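Assay system – RFP-PRO-GFP reporter HT1080 cells · Compound dosing – single dose of 20 µM compound, 1% DMSO final · Incubation – overnight compound exposure at 37 °C · Measure – GFP/RFP fluorescence ratio · Benchmarks – DMSO wells and RFP-L50D-GFP cells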
NadD inh – NadD (S. aureus) enzyme inhibition; purified NadD enzyme, colorimetric absorbance read-out; inhibition, % at 20 µM; 360,000 tested, 0.78% active; AID 602399; in the data active = inhibition above about 26%; also: some compounds past the cut are filed as inactive
* hit, by the source's call; i = inactive; · = not tested or not shown; + = active, no number. Not a hit list. About 3.9% of those tested had a hit in this group.

SMILES	Rin1 Abl inh	Rpn11 block	FAS-TE inh	Neddyl block	CSN deneddyl inh	SKN-1 block	PABP1 MLLE inh	MT1-MMP act inh	NadD inh
CC(C)Cc1nc(N2CCOCC2)c(C#N)c2c1CCC2	0	i	6	+	-4	-5	-7	1	-6
CCn1c(CC(=O)Nc2ccccc2)nnc1SCC(=O)NC1CCCC1	1	i	-6	i	-4	0	13	1	-1
CCOC(=O)c1c(C)noc1-c1ccco1	-4	i	-2	i	2	0	2	3	-1
C=CCn1c(C(C)NC(=O)c2cccs2)n[nH]c1=S (stereo not given)	-2	i	-10	i	4	-3	-36	-1	-4
COc1cc(C(CC(=O)Nc2cccc(C)n2)N2Cc3ccccc3C2=O)cc(OC)c1OC (stereo not given)	1	i	-3	i	4	7	-2	-1	-1
COc1ccc(CNC(=O)Cn2nc(-c3ccc4c(c3)OCCO4)ccc2=O)cc1	-5	i	-3	i	-5	-9	-3	3	-1
CCN(CC)C(=S)NC(=O)C12CC3CC(CC(C3)C1)C2	0	i	-6	i	-1	7	22	0	1
Cc1cc(=O)c2cc(C(=O)c3ccccc3)ccc2[nH]1	0	i	0	i	0	-2	21	5	-3
CCOC(=O)C1=C(C)NC(=O)CC1c1cc(OC)c(OC)cc1Br (stereo not given)	2	i	-6	i	-7	-2	-14	9	-2
Cc1cccc(NC(=O)C2CC(=O)n3cnnc3S2)c1 (stereo not given)	5	i	-7	i	-7	7	26	6	-2
COC(=O)C(Cc1ccccc1)P(=O)(c1ccccc1)c1ccccc1 (stereo not given)	0	i	-6	i	-9	3	-6	-3	-7
Cc1nc(CC(=O)c2ccc(O)c(C)c2O)cs1	0	i	-4	i	3	-7	-12	-5	-1
COc1ccc2c(CC(=O)O)cc(=O)oc2c1	-2	i	-7	·	1	3	4	0	-5
COc1ccc(NC(=O)COC(=O)c2c3c(nc4ccccc24)CCCC3)cc1Cl	-2	i	27	i	3	-10	5	1	14
COc1ccc(NC(=O)NCC(C)CSc2ccc(C)cc2)c(OC)c1 (stereo not given)	0	i	10	i	-1	-5	-2	-2	-8
FC(F)Oc1ccc(NC(=S)NCCc2ccccn2)cc1	2	i	-4	i	-1	4	-6	2	-3
COc1ccc(-c2cc(C(=O)N3CCCc4ccccc43)no2)cc1OC	-2	i	10	i	5	9	4	3	-6
COc1ccc(C(C)NC(=O)c2ccncc2)cc1OC (stereo not given)	-2	i	-7	i	3	11	-16	0	-2
CCc1ccc(CNC(=O)CC2C(=O)NCCN2Cc2ccccc2F)nc1 (stereo not given)	-4	i	-4	i	3	7	21	-2	7
COC(=O)c1ccc(S(=O)(=O)N2CCOCC2)o1	3	i	-7	i	0	-7	-14	-1	-4
CCOc1ccc2c(c1)OC(c1ccc(OC)cc1)(C(F)(F)F)NC2=O (stereo not given)	7.1*	i	10	i	1	-3	12	2	-10
CC(C)OC(=O)c1ccc(COc2ccc3ccc(=O)oc3c2)o1	0	i	41	i	0	6	-14	1	-6
Cc1cc(C)cc(C(=O)NC(CC(N)=O)c2ccc(N3CCC(Cc4ccccc4)CC3)c([N+](=O)[O-])c2)c1 (stereo not given)	0	i	-1	i	-3	2	-15	7	0
O=C1CN(c2cc(Cl)cc(Cl)c2)C(=O)CN1/N=C/c1cccnc1	0	i	-1	i	1	15	-3	-2	2

Two entries from above, comma-delimited:
SMILES,Rin1 Abl inh,Rpn11 block,FAS-TE inh,Neddyl block,CSN deneddyl inh,SKN-1 block,PABP1 MLLE inh,MT1-MMP act inh,NadD inh
COC(=O)c1ccc(S(=O)(=O)N2CCOCC2)o1,3,i,-7,i,0,-7,-14,-1,-4
Cc1cc(C)cc(C(=O)NC(CC(N)=O)c2ccc(N3CCC(Cc4ccccc4)CC3)c([N+](=O)[O-])c2)c1 (stereo not given),0,i,-1,i,-3,2,-15,7,0

Continuation.
SMILES	Rin1 Abl inh	Rpn11 block	FAS-TE inh	Neddyl block	CSN deneddyl inh	SKN-1 block	PABP1 MLLE inh	MT1-MMP act inh	NadD inh
CCOC(=O)CCCCCC(=O)Nc1ccc2c(c1)C(=O)N([C@H](C)CO)C[C@H](C)[C@@H](CN(C)S(C)(=O)=O)OCCCC[C@@H](C)O2	10*	i	-7	i	-3	1	-14	3	4
O=C(CSCc1c(F)cccc1Cl)NCc1cccnc1	-2	i	-9	i	-2	4	-30	-9	4
C[C@H](CO)N1C[C@H](C)[C@@H](CN(C)S(=O)(=O)c2ccc(Cl)cc2)Oc2ccc(NS(=O)(=O)c3ccccc3)cc2CC1=O	-1	i	7	i	-4	-3	-3	10	-1
CSc1ncc(CN2CCCCC2C(=O)Nc2ccc(Oc3ccccc3)nc2)cn1 (stereo not given)	-1	i	4	i	-1	14	-6	-3	-3
CC(C)N(c1ccccc1)c1ccc(NC(=O)COC(=O)CCN2C(=O)c3cccc([N+](=O)[O-])c3C2=O)cc1	-1	i	32	i	-8	7	-10	3	3
COCCN1C(=S)NC(c2cccc(C(F)(F)F)c2)C(C(=O)N2CCOCC2)=C1C (stereo not given)	-3	i	-2	i	-5	14	-4	2	-4
O=C(COc1ccccc1)NNC(=S)NC(=O)c1ccccc1	2	i	-7	i	-6	-2	10	7	2
Cc1cc(NC(=O)/C=C/c2ccccc2)no1	-2	i	-6	i	2	6	0	4	-4
CCOC(=O)c1ccccc1NC(=O)c1cn(CC)c2nc(C)ccc2c1=O	1	i	-2	i	3	-9	1	4	9
CN1CC(=O)N(CC(=O)Nc2ccc(Br)cc2F)C1=O	-2	i	4	i	-5	-5	7	-1	-1
Cc1cccc(N2CN(Cc3cccnc3)CNC2=S)c1	0	i	-8	i	-4	-9	-4	-1	2
CCOc1ccc(-c2c(C#N)c(N)nc3sc(C(=O)c4ccccc4)c(N)c23)cc1	1	i	14	i	18	-13	-13	-121	22
O=C(c1cnccn1)N(c1ccccc1)C1(C(=O)NC2CCCCC2)CCCCC1	0	i	-3	i	2	-11	14	0	-5
COc1cccc(NC(=S)N(CCCN2CCN(C)CC2)Cc2ccco2)c1	-1	i	-5	i	0	5	-23	3	-7
Cc1cc2c(c(SCC(=O)N(C)c3ccccc3)n1)C(=O)OC2	-1	i	-2	i	-1	-27	3	2	-1
Cc1ccc(S(=O)(=O)N/N=C/c2ccc(OCC(=O)N3CCOCC3)cc2)cc1	2	i	-5	i	6	-7	-49	1	0
COC(=O)c1nnn(-c2ccc(Cl)c(Cl)c2)c1C(=O)OC	-1	i	6	i	3	1	8	4	1
COc1cc(C(=O)NCc2nnc(SCC(=O)N3CCCc4ccccc43)o2)cc(OC)c1OC	0	i	3	i	5	5	-10	0	-1
O=C(CN1CCN(c2ccc(F)cc2)CC1)N(C1CCCC1)C1CCS(=O)(=O)C1 (stereo not given)	1	i	-5	i	-4	-4	0	1	-4
Cc1ccnc(NS(=O)(=O)c2ccc(NC(=O)C3CC=CCC3C(=O)O)cc2)n1 (stereo not given)	3	i	-4	i	-1	4	-3	1	2
CCC(=O)N1CCC1(C)C(=O)Nc1ccccc1 (stereo not given)	-1	i	-9	i	-4	15	1	2	0
CN(CCC#N)C(=O)COC(=O)c1ccccc1OCc1ccccc1Cl	2	i	-2	i	-11	5	8	3	-4
O=C(CN1CCCC(O)C1)N1c2ccccc2Sc2ccc(C(F)(F)F)cc21 (stereo not given)	1	i	4	i	2	5	-2	-2	-5
CC(C)(C)OC(=O)CN1C(=O)NC(Cc2c[nH]c3ccccc23)C1=O (stereo not given)	-4	i	-1	i	2	7	-4	0	0

Compound profiles, as listed above.
Results for Cc1ccnc(NS(=O)(=O)c2ccc(NC(=O)C3CC=CCC3C(=O)O)cc2)n1 (stereo not given) = Rin1 Abl inh = 3; Rpn11 block = i; FAS-TE inh = -4; Neddyl block = i; CSN deneddyl inh = -1; SKN-1 block = 4; PABP1 MLLE inh = -3; MT1-MMP act inh = 1; NadD inh = 2
Results for CCOc1ccc2c(c1)OC(c1ccc(OC)cc1)(C(F)(F)F)NC2=O (stereo not given) = Rin1 Abl inh = 7.1*; Rpn11 block = i; FAS-TE inh = 10; Neddyl block = i; CSN deneddyl inh = 1; SKN-1 block = -3; PABP1 MLLE inh = 12; MT1-MMP act inh = 2; NadD inh = -10

Carrying on.
SMILES	Rin1 Abl inh	Rpn11 block	FAS-TE inh	Neddyl block	CSN deneddyl inh	SKN-1 block	PABP1 MLLE inh	MT1-MMP act inh	NadD inh
COc1cccc(C2NC(c3cccc(OC)c3O)C(C)C(=O)C2C)c1O (stereo not given)	-1	i	-7	i	4	2	-5	6	2
CCCS(=O)(=O)NC(=O)C1(C)CCN(C(=O)c2cc(C(C)(C)C)nn2C)C1 (stereo not given)	-3	i	-9	i	-4	-8	2	1	-3
CC(NC(=S)NC(=O)c1ccccc1)c1ccccc1 (stereo not given)	-1	i	26	i	-1	-1	26	-4	-7
COC(=O)C1=C(C(=O)OC)[C@]2([C@H]3CC=CCN[C@@H](Cc4ccccc4)C(=O)N3Cc3ccccc3)C=C[C@H]1O2	-1	i	54*	i	-4	-3	-6	-5	3
CC1(C)Cc2c(sc(NC(=O)COc3ccc(Cl)cc3)c2C#N)C(C)(C)N1	2	i	-1	i	3	-10	4	3	-9
CCOC(=O)C1CCN(S(=O)(=O)c2ccc(C)cc2)CC1	2	i	2	i	1	4	9	3	-4
CCOc1ccc(NC(=O)CN(c2ccc(OC)cc2)S(=O)(=O)c2cccs2)cc1	-2	i	0	i	-2	-9	10	7	-2
CCOC(=O)CN1C(=O)CN(c2ccc(C)cc2)C1=O	-2	i	-7	i	-4	8	3	-2	-2
COc1ccc(N2CCN(C(=O)CN(C)S(=O)(=O)c3cnc[nH]3)CC2)cc1	-2	i	-3	i	5	2	14	1	-7
CNC(=O)C[C@H]1C(=O)N(C2CCCCC2)C[C@@H]1C	1	i	-6	i	-6	-5	-6	0	4
COc1ccc(-c2ccc(C#N)c(SCC(=O)Nc3sc4c(c3C#N)CCC4)n2)cc1	-1	i	11	i	3	33	-27	-84	17
CCOC(=O)Cn1nc(-c2ccccc2)c2cnc3ccc(C)cc3c21	0	i	2	+	7	-4	-6	1	-4
CCCCCCc1c(O)nc(SCC(=O)O)[nH]c1=O	3	i	-4	i	-1	-2	6	2	-2
COc1ccccc1-c1cc(C(=O)N/N=C/C=C/c2ccccc2[N+](=O)[O-])c2ccccc2n1	-3	i	63*	i	-2	4	1	-4	38*
C=CC[C@@H](CC(=O)N[C@@H](CO)Cc1ccccc1)C(=O)N[C@@H](COC(=O)[C@H](CC=C)CC(=O)OC(C)(C)C)Cc1c[nH]c2ccccc12	5	i	0	i	-1	0	14	-11	-8
O=C(NCCCN1CCOCC1)c1cc(S(=O)(=O)N2CCN(c3ccccc3)CC2)ccc1Cl	1	i	-2	i	0	12	9	1	-3
COc1ccc(N2CC(C(=O)Nc3c(C(N)=O)oc4ccccc34)CC2=O)cc1 (stereo not given)	1	i	-3	i	1	-10	-3	0	-5
O=C(N/N=C/C(Br)=C/c1ccccc1)c1ccccc1F	2	i	6	i	0	12	-18	2	-4
CCOC(=O)C1=C(NC(=S)NC(=O)c2ccccc2)c2ccccc2CC1(C)C	1	i	20	i	1	-12	21	-4	-5
COc1ccccc1NS(=O)(=O)NC(=O)c1cn(C)c2ccccc12	0	i	-4	i	-1	-2	1	3	-1
O=C1N/C(=N/N=C/c2ccco2)SC1Cc1ccccc1 (stereo not given)	1	i	2	i	-10	-6	-28	2	-1
COc1ccc(CNC(=O)COc2cc(O)c3c(c2)OC(C)(C)CC3=O)c(OC)c1	1	i	16	i	4	0	6	0	0
O=c1cc(CNc2cc(Cl)ccc2Cl)nc2sccn12	1	i	13	i	-1	-1	-13	-2	-5
CC(C)(C)OC(=O)NCCCCCNC(=O)c1[nH]cnc1C(=O)Nc1nccs1	-3	i	-16	i	-4	3	21	3	7
